Bioassay records (PubChem BioAssay)
Kir21 block – Kir2.1 (mouse) channel inhibition. B-score at 10 µM. HEK293-Kir2.1, FluxOR thallium flux fluorescence; active compounds read low. 0.85% of 310,000 active;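 active = fluorescence ratio B-score at or below minus 3 SD of library scores, with starting-brightness B-score within 2 SD, cut at about -4.2 in these data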;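 also: channel flux triggered by added potassium and thallium sulfate stimulus; B-score of peak minus minimum fluorescence over baseline after thallium stimulus; more negative B-score means stronger Kir2.1 block with less thallium influx; some compounds called inactive have numbers as strong as hits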
Target sequence (P35561 whole entry, looked up): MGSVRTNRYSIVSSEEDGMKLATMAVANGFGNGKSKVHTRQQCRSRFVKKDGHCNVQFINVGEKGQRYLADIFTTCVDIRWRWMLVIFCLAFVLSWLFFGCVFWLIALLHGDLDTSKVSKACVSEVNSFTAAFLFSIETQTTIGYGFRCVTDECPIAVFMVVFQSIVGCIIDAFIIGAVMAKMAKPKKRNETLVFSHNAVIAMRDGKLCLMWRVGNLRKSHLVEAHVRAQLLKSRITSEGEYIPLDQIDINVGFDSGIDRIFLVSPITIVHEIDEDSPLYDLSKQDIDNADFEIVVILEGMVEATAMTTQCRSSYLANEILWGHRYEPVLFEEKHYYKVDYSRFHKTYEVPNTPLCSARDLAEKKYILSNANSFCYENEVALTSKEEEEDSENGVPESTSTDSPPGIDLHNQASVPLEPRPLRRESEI
STK33 kinase inh – inhibitors of human STK33 kinase; Q9BYT3; purified STK33, MBP phosphorylation, ADP-Glo luminescence; inhibition, % at 10 µM; 0.073% of 320,000 active; AID 2661;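 active = inhibition at or above 25%, using the most active replicate where run in duplicate; inactive = inhibition below 25%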
Target sequence (Q9BYT3 whole entry, looked up): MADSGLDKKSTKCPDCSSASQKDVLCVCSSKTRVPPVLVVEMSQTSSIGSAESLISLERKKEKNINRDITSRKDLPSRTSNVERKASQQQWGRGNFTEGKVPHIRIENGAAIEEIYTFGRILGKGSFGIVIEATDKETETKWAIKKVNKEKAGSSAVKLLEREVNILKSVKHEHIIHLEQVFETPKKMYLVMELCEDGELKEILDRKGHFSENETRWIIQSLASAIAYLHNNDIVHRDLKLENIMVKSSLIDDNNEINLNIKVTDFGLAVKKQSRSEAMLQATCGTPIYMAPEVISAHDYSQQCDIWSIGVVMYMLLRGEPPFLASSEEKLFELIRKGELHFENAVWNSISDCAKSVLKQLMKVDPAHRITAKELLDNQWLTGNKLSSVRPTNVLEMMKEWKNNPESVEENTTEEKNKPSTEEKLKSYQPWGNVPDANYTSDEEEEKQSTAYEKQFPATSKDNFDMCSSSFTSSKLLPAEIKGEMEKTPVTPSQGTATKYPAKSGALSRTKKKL
* hit, by the source's call; . = no result given.

SMILES | Kir21 block | STK33 kinase inh
C/C(=N\NC(=O)c1ccc(NS(=O)(=O)c2cccs2)cc1)c1ccccn1 | -0.51 | 0.0
CC(C)OC(=O)n1c(=S)oc2ccccc21 | -0.07 | -1.7
NCCc1nnc(SCc2ccccc2Cl)o1 | 0.81 | -1.1
CCN(CC)S(=O)(=O)c1cccc(C(=O)OCC(=O)C23CC4CC(CC(C4)C2)C3)c1 | 0 | -0.4
O=C(CSc1c(Cl)cccc1Cl)NC1CCCc2ccccc21 (stereo not drawn) | 0.27 | .
CC1CC(C)CN(C(=O)C(NS(=O)(=O)c2ccc(Br)s2)c2ccccc2)C1 (stereo not drawn) | -0.66 | 3.2
COc1cc2[nH]c(C(=O)N3CCc4ccccc4C3)cc2c(OC)c1OC | -1.9 | 0.3
N#Cc1cccnc1Oc1ccccc1 | -1.1 | -1.4
COc1ccc(C(=O)N2CCN(c3ccc(C)cc3)CC2)cc1OC | -0.05 | -1.3
CC(=O)c1ccc(OC(=O)C2CSC3(C)CCC(=O)N23)cc1 (stereo not drawn) | . | 0.8
COc1ccc(CCN2C(=NC(=O)CC(C)C)SC3CS(=O)(=O)CC32)cc1OC (stereo not drawn) | -0.2 | 0.7
CC1CC(C)CN(CCCNC(=O)Cn2ncc3c([nH]c4ccccc43)c2=O)C1 (stereo not drawn) | -0.1 | 0.2
COc1ccc(C(=O)/C=C/Sc2nc3ccccc3o2)cc1 | 0.75 | 0.4
CC(C)n1c(N2CCN(CC(=O)NCc3cccs3)CC2)nc2ccccc21 | 0.61 | 9.7
CC(=O)Nc1sc2c(c1-c1nc3ccccc3s1)CCN(C(C)C)C2 | . | 0.8
CCCSc1nc(C)c2cc(C)cc(C)c2n1 | 0.45 | 1.1
OCC#CCSc1nnc(-c2ccc(Br)cc2)o1 | -0.25 | 0.6
COc1ccc(CC(=O)Nc2cccc(/C(C)=N/NC(=O)c3cccc([N+](=O)[O-])c3)c2)cc1 | 0 | -1.8
CC(=O)c1cccc(NC(=O)CSc2nnc(C(C)N(C)C)n2Cc2ccccc2)c1 (stereo not drawn) | -0.87 | 0.4
CCN(c1cccc(C(F)(F)F)c1)S(=O)(=O)c1ccc2c(c1)CCN2C(=O)C1CC1 | -0.02 | -1.1
O=C(N/N=C/c1ccc(OC(=O)c2cccc(F)c2)cc1)c1cccnc1 | -2.8 | 0.9
O=C(CC(c1ccccc1)c1cc(Br)ccc1O)N1CCCC1 (stereo not drawn) | -0.61 | -2.5
C=CCn1c(=O)c(C(=O)Nc2cccnc2)c(O)c2ccccc21 | 0.27 | 1.4
COc1ccc(C(=S)NC2CCCCC2)cc1 | -0.01 | -1.9
COc1ccccc1CNC(=O)CSc1n[nH]c(N)n1 | 1.9 | -0.7
(next part)
SMILES | Kir21 block | STK33 kinase inh
Cn1c(-c2nonc2N)nc2ccccc21 | 1.2 | 0.0
O=C1c2ccccc2C(=O)c2c1cccc2N1CCCC1 | 1.5 | 0.3
CCOc1ccc(NC(=O)COc2ccc(S(=O)(=O)N3CCCC3)cc2)cc1 | -1.2 | -2.8
Cc1ccc(C)c(NC(=O)CS(=O)(=O)c2cccc3nsnc23)c1 | -2.5 | -1.4
Cc1cc(SCCOc2ccccc2)nc(N)n1 | 0.67 | -1.7
COc1ccccc1-c1nnc(NC(C)=O)s1 | 0.92 | 0.6
NNC(=O)CNc1cccc(Br)c1 | 0.22 | 0.1
CC1CCCN(Cc2nc3c(c(=O)n(C)c(=O)n3C)n2CC(N)=O)C1 (stereo not drawn) | 3.3 | -0.4
COc1ccccc1S(=O)(=O)N1CCN(S(=O)(=O)c2cccs2)CC1 | . | 1.3
CC(=O)NC12CC3CC(C1)CC(C(=O)N1CCN(S(=O)(=O)c4cccc(F)c4)CC1)(C3)C2 | -1.2 | -2.4
Cc1ccc(-c2cn(-c3ccccc3)c(SCC(N)=O)n2)cc1C | 0.8 | 2.2
CCOC(=O)C1CCN(S(=O)(=O)c2ccc(-c3ccccn3)s2)CC1 | 0.72 | -0.4
O=S(=O)(/N=C(\c1ccc(Cl)cc1)N1CCOCC1)c1ccccc1 | 0.01 | -0.9
CCn1c(=O)c(C(C)=O)c(O)c2ccccc21 | -0.79 | 0.4
CN(C)C(=O)CN(C)S(=O)(=O)c1ccc(Cl)cc1 | 0.49 | 0.2
CCCCN(C)C1=Nc2cccc3cccc1c23 | 1.2 | -1.8
Cc1ccc([N+](=O)[O-])cc1NC(=O)c1c(-c2ccccc2)noc1C | 0.25 | -0.4
CCOC(=O)C1=NNC2(c3ccc(Cl)cc3)C(=O)N(c3cc(C)cc(C)c3)C(=O)C12 (stereo not drawn) | 0.01 | -1.7
CC1(C)NC(=O)N(CCOCCOc2ccccc2-c2ccccc2)C1=O | -5.4* | -0.3
Cc1cc(C)nc(SCC(=O)Nc2ccc(S(=O)(=O)Nc3ncccn3)cc2)n1 | 0.09 | -3.1
OC(COCc1ccccc1)CN1CCCCC1 (stereo not drawn) | 0.8 | -0.5
CCOC(=O)c1c(C)n(C)c2cc(-c3ccc(C)cc3)c(O)cc12 | -0.7 | 2.6
CCC(C)c1ccc(NC(=S)NC(C)C2CCCO2)cc1 (stereo not drawn) | -1.1 | -1.0
O=C(Nc1ccc(Cl)c(S(=O)(=O)N2CCOCC2)c1)c1ccc2c(c1)OCCO2 | -0.83 | -1.4
O=C1CC(N2CCN(c3ccccc3Cl)CC2)C(=O)N1c1cccc(F)c1 (stereo not drawn) | -1.1 | -1.1

Overlap with the part before: three compounds; new compounds follow.
SMILES | Kir21 block | STK33 kinase inh
CCC(C)c1ccc(NC(=S)NC(C)C2CCCO2)cc1 (stereo not drawn) | -1.1 | -1.0
O=C(Nc1ccc(Cl)c(S(=O)(=O)N2CCOCC2)c1)c1ccc2c(c1)OCCO2 | -0.83 | -1.4
O=C1CC(N2CCN(c3ccccc3Cl)CC2)C(=O)N1c1cccc(F)c1 (stereo not drawn) | -1.1 | -1.1
Cc1ccc(S(=O)(=O)N2CCC(C(=O)NCCc3ccc(S(N)(=O)=O)cc3)CC2)cc1 | -0.55 | -1.4
COc1ccc(CNc2nc3c(c(=O)n(Cc4ccc(Cl)cc4)c(=O)n3C)n2C)cc1 | -0.4 | -1.3
Cc1cc(N2CCCC2)nc2ccccc12 | 1.2 | 0.7
Cc1ccc(NC(=O)CS(=O)CC(=O)N(CC(=O)NC(C)(C)C)c2cccc(C)c2C)cc1 (stereo not drawn) | 0.26 | 0.0
CN(C(=O)CSc1ncc(C(F)(F)F)cc1Cl)c1c(N)n(Cc2ccccc2)c(=O)[nH]c1=O | 0.07 | -2.5
Cc1c(N=C2N=C(NC(=O)Nc3ccc(Cl)cc3)c3ccccc32)c(=O)n(-c2ccccc2)n1C | -2 | -1.1
CCOC(=O)c1oc2ccccc2c1NC(=O)c1cccc(OC)c1OC | -0.06 | 0.5
Cc1c2c(nc3c(C(=O)NC4CCCC4)cnn13)CCCC2 | -0.8 | -0.1
O=C(N/N=C/C=C/c1ccco1)c1cccnc1 | -0.02 | -0.4
COc1cc(SC)ccc1C(=O)Nc1ccon1 | 0.98 | 1.3
COc1cc(NC(=O)C2=CC(c3cccs3)=NS(=O)(=O)N2C)cc(OC)c1OC | 1.1 | -1.6
O=C(NC(=S)NC1C2CC3CC(C2)CC1C3)C12CC3CC(CC(C3)C1)C2 (stereo not drawn) | 0.23 | -1.6
Cc1noc(NS(=O)(=O)c2ccc(NC(=O)c3cccc(S(=O)(=O)Nc4ccccc4F)c3)cc2)c1C | . | -0.3
Cc1cc(C(=O)N2CCN(c3ccc([N+](=O)[O-])cc3)CC2)c(C)o1 | 0.07 | -1.9
CC1CCc2cc(F)ccc2N1C(=O)c1cccnc1 (stereo not drawn) | -0.02 | 3.2
CCO/C=N/Nc1nc(C(F)(F)F)nc2c1cnn2Cc1ccccc1 | 2 | 1.1
COc1ccc(CCC(=O)N2CCCC(Nc3ccccc3)C2)cc1OC (stereo not drawn) | -0.46 | -1.0
Cc1cccc(CN2CCN(C(=O)CN(C)C(C)C(=O)Nc3ccc(C(N)=O)cc3)CC2)c1 (stereo not drawn) | . | -0.2
O=c1[nH]c(CN2CCOCC2)nc2ccccc12 | -0.04 | -0.3
CCCNc1nc(OC(C(F)(F)F)C(F)(F)F)nc(OC(C(F)(F)F)C(F)(F)F)n1 | -1.2 | 1.6
CCCCS(=O)(=O)Nc1ccc(C)cn1 | -0.89 | -1.1
CCC(=O)Nc1ncc2c(n1)CC(c1ccco1)CC2=O (stereo not drawn) | -0.74 | 1.5
COc1ccc(/C=C/c2cc[n+](C(=O)Cc3ccccc3)cc2)cc1 | 0.7 | 0.1
CS(=O)(=O)N(CC(=O)N1CCCCCC1)c1ccc(Cl)cc1 | -1.1 | 0.2
COc1ccc(-n2nc(C(=O)NCC(=O)N3CCCC(C)C3)c3ccccc3c2=O)cc1Cl (stereo not drawn) | -0.91 | 0.1

Full records, quoted from the list.
`COc1ccc(CNc2nc3c(c(=O)n(Cc4ccc(Cl)cc4)c(=O)n3C)n2C)cc1` across the screens: Kir21 block = -0.4; STK33 kinase inh = -1.3
`CCC(=O)Nc1ncc2c(n1)CC(c1ccco1)CC2=O` (stereo not drawn) across the screens: Kir21 block = -0.74; STK33 kinase inh = 1.5

The results go on.
SMILES | Kir21 block | STK33 kinase inh
CC1CC(C)CN(C(=O)COC(=O)Cc2c[nH]c3ccccc23)C1 (stereo not drawn) | 0.21 | -0.2
Cc1ccccc1Cn1cnc2ccccc21 | -0.76 | -0.3
CN(Cc1ccc(F)cc1)C(=O)COc1ccccc1-c1ccccc1 | -1.3 | 1.2
COc1ccccc1CNC(=O)c1ccc(S(=O)(=O)N2CCCC2)cc1 | 0.05 | -0.7
Cc1ccc(C(=O)Cn2nnc3ccccc32)cc1 | 0.14 | -0.9
CN(C)C(CNC(=O)c1ccc2c(c1)S(=O)(=O)c1ccccc1C2=O)c1ccco1 (stereo not drawn) | -0.98 | 4.2
O=C(N/N=C/c1cccnc1)c1cc(-c2ccc(Cl)cc2)nc2ccccc12 | -0.3 | -0.7
CCc1nc2ccccc2c(=O)n1/N=C/c1ccc(Cl)cc1 | -0.37 | -1.4
CC1(NC(=O)/C=C/c2nc3ccccc3s2)CCS(=O)(=O)C1 (stereo not drawn) | . | 0.7
COc1ccccc1CC(=O)NNS(=O)(=O)c1ccc([N+](=O)[O-])cc1 | -2.2 | -2.1
O=C(NCC(c1ccco1)N1CCN(c2ccccc2F)CC1)c1cccs1 (stereo not drawn) | -0.46 | 0.2
C/C(Cn1cnc([N+](=O)[O-])n1)=N\NC(=O)c1cccnc1 | -1.3 | -0.6
CC(=O)Nc1ccc(NC(=O)CC23CC4CC(CC(C4)C2)C3)cc1 | -0.91 | 0.7
C=CCNCCCCOc1cccc(Br)c1 | 0.24 | -0.5
O=C(NO)c1ccc(OC(F)F)cc1 | -1.6 | -0.5
O=C(Nc1ccc2c(c1)OCO2)c1cc(-c2cccc(O)c2)on1 | 0 | 0.4
COc1ccc(C(=O)CSc2nnc3n2CCCN3C(=O)Nc2ccccc2)cc1 | -0.03 | -1.3
COC(=O)C1CCN(C(=O)COc2ccc(N(C)S(=O)(=O)c3ccc(C)cc3)cc2)CC1 | . | 0.7
CCN(CC)C(=O)Cc1cc(C(=O)O)c2ccccc2n1 | 2 | -0.3
Cc1ccsc1C1C(C#N)=C(N)OC2=C1C(=O)CC(C)(C)C2 (stereo not drawn) | 0.18 | 0.4
COC(=O)c1cc2c(ccn2-c2ccc(F)cc2)n1Cc1ccc(OC)cc1 | 0.03 | -0.8
Cc1cc(C)c2nc(N(CCCN(C)C)C(=O)c3ccc4c(c3)CCCC4)sc2c1 | -1.6 | 2.0
O=C(Nc1ccncc1)c1cc(S(=O)(=O)N2CCOCC2)ccc1Cl | 0.79 | -0.3
CC(=O)Nc1ccc(SCC(=O)NC(=O)c2ccc(S(=O)(=O)N(C)C)cc2)cc1 | . | -1.9
CCOC(=O)/C(=N\Nc1ccccc1)S(=O)(=O)c1ccccc1 | 0.45 | -0.2

Reformatted with the structure last: entries from further up
Kir21 block	STK33 kinase inh	Molecule
.	-0.2	Cc1cccc(CN2CCN(C(=O)CN(C)C(C)C(=O)Nc3ccc(C(N)=O)cc3)CC2)c1 (stereo not drawn)
-0.04	-0.3	O=c1[nH]c(CN2CCOCC2)nc2ccccc12
-1.2	1.6	CCCNc1nc(OC(C(F)(F)F)C(F)(F)F)nc(OC(C(F)(F)F)C(F)(F)F)n1
-0.89	-1.1	CCCCS(=O)(=O)Nc1ccc(C)cn1

Carrying on.
SMILES | Kir21 block | STK33 kinase inh
COc1ccc(CCNC(=O)c2cc(-c3ccccn3)nc3c(Cl)cccc23)cc1OC | 0.06 | -0.2
Cc1cc(C)nc(Sc2ncnc3sc4c(c23)CCC4)n1 | 1.2 | -0.6
Cc1nn(CC(=O)N2CCCc3ccccc32)c(C)c1[N+](=O)[O-] | -0.6 | -0.9
CC(C)(C)NC(=O)NC(=O)COC(=O)c1ccc(OC(F)F)cc1 | -0.14 | -2.0
Cc1ccc(C)c(S(=O)(=O)N2CCN(C(=O)Cc3ccc(S(=O)(=O)N4CCOCC4)s3)CC2)c1 | -0.43 | -0.7
CC(C)CC(=O)c1c[nH]c(C(=O)NCc2ccccc2)c1 | 0.81 | -3.8
O=C(COC(=O)CNC(=O)c1ccccc1)Nc1cccc(Br)c1 | -0.11 | 0.8
CC(=O)Nc1ccc(NC(=O)C(C)Sc2nc3nc(C)cc(C)n3n2)cc1 (stereo not drawn) | 1.1 | -0.7
CCOC(=O)CCCCC(=O)c1[nH]c(=O)[nH]c1CSc1nc(C)cc(=O)[nH]1 | 0.01 | -0.6
Cc1ccc(Nc2cc(C(=O)NCCCN3CCOCC3)c3ccccc3n2)c(C)c1 | 0.48 | .

In a second layout: 3 of the compounds above.
SMILES	Kir21 block	STK33 kinase inh
Cc1nn(CC(=O)N2CCCc3ccccc32)c(C)c1[N+](=O)[O-]	-0.6	-0.9
CC(C)(C)NC(=O)NC(=O)COC(=O)c1ccc(OC(F)F)cc1	-0.14	-2.0
Cc1ccc(C)c(S(=O)(=O)N2CCN(C(=O)Cc3ccc(S(=O)(=O)N4CCOCC4)s3)CC2)c1	-0.43	-0.7
